p53 reactivator: qHTS assay for re-activators of p53 using a Luc reporter; H1299 p53-A138V BP100-luciferase reporter, luminescence, 24 h; Potency, µM (series often up to 92.2 µM), for the others: at the top dose activity change, positive = activation, most hits filed as activators; hit rate 0.063% among 320,000; AID 504706, 2011; further: potency means the concentration at half of the fitted maximal effect; % of control where 0% means no effect; nearly all actives have a fitted effect of over 45% in size
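p53-null H1299 cells stably carrying temperature-sensitive p53-A138V and a BP100-luciferase reporter were pinned with compounds (4-point, 1:5 series) and held 24 hrs at 37 deg C. Luminescence was read 10 min after detection reagent.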
NPC1 promoter act: qHTS Assay for NPC1 Promoter Activators. Huh7 NPC1 promoter luciferase reporter, 24 h. Potency, µM (doses to about 9.22 µM), without a hit: top-dose activation, actives largely listed as activators. hit rate 2.4% among 320,000. AID 485313, 2010;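 further: potency means the concentration at half of the fitted maximal effect; % of control where 0% means no effect; nearly all actives have a fitted effect of over 60% in size; reporter is driven by a mutant NPC1 promoter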
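Compounds in DMSO were transferred onto Huh7 NPC1-luciferase reporter cells pre-incubated 2 h; after 24 h at 37 °C, Amplite reagent was dispensed and luminescence recorded 10 min later.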
ELG1 genotoxic: qHTS screen for small molecules that induce genotoxicity in human embryonic kidney (HEK293T) cells expressing luciferase-tagged ELG1 | hit rate 1.3% among 330,000 | Potency, µM (top dose mostly 46 µM), for the others: at the highest dose activity change, positive = activation, usual class: activators | HEK293T ELG1-luciferase reporter, luminescence, 16 h; further: potency means the concentration at half of the fitted maximal effect; % of control where 0% means no effect; nearly all actives have a fitted effect of over 60% in size
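HEK293T cells expressing luciferase-tagged ELG1 were exposed to compound or DMSO vehicle for 16 hr at 37 °C and 5% CO2. Luciferase activity was then measured with ONE-Glo after 30 min at room temperature.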
BRCA1 expr act: qHTS Assay to Identify Small Molecule Activators of BRCA1 Expression | MCF7-BRCA1-FFLuc reporter, luminescence, 48 h; response scale: scaled: vehicle 0%, 10 µM genistein 100% | hit rate 1.1% among 380,000 | Potency, µM (series often up to 46.1 µM), inactives show at the top dose activation, actives largely listed as activators; further: potency means the concentration at half of the fitted maximal effect; nearly all actives have a fitted effect of over 80% in size; some results filed as inactive show a strong effect at the top dose
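Using MCF7 cells harboring a BRCA1 firefly luciferase reporter, plated 2 h before compound pinning, the screen measured luminescence after 48 h incubation. Responses were normalized to DMSO and 10 microM genistein, then fitted for concentration-effect.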
RORg inh: qHTS for inhibitors of ROR gamma transcriptional activity | Potency, µM (series often up to 53.6 µM), inactives show at the top dose activity change, negative = inhibition, usual class: inhibitors | Drosophila S2 Gal4-RORgamma UAS-luciferase reporter, 20 h | hit rate 5.4% among 310,000 | Nuclear receptor ROR-gamma (Mus musculus), P51450 | AID 2551, 2010; further: potency means the concentration at half of the fitted maximal effect; on the % scale 0 is the no-effect control and ±100 the full control effect; nearly all actives have a fitted effect of over 60% in size
Target sequence (P51450 whole entry, looked up, the tested form may be a part): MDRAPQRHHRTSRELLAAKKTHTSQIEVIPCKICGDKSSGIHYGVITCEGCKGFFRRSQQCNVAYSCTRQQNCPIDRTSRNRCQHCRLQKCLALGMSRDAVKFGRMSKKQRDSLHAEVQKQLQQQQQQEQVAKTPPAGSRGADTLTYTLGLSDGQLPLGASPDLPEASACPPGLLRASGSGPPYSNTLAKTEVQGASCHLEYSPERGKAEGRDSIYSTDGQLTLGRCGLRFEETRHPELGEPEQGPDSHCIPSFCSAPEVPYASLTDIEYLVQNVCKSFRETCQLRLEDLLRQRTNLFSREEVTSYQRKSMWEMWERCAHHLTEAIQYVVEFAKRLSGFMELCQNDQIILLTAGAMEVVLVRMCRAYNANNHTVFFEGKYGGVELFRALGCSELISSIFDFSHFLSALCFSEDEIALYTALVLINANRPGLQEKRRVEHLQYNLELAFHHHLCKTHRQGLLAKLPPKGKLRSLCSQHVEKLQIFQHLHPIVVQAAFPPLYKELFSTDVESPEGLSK
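Stable Schneider cell line, Gal4 DNA-binding domain fused to ROR gamma, UAS-luciferase. Cmpd 1 hr RT → CuSO4 700 uM final → 20 hr RT → luciferase reagent 10 min → luminescence.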
Giardia killer: Small Molecules that selectively kill Giardia lamblia: qHTS; AID 540267, 2011; activity change, % at 7.66 µM, hits read low; hit rate 0.15% among 340,000; Giardia lamblia trophozoite viability; in the data active means activity change below about -80%; inconclusive means between about -30% and that limit;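 further: parasites exposed to compound for two days anaerobically before the ATP read; on the % scale 0 is the no-effect control and ±100 the full control effect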
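Luminescence from cellular ATP indicates surviving trophozoites (100 cells/well) following 48 hrs anaerobic compound treatment at 37 deg C; signal develops 15-30 min at room temperature.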
FLuc counter: qHTS profiling assay for firefly luciferase inhibitor/activator using purifed enzyme and Km concentrations of substrates (counterscreen for miR-21 project). Luciferin 4-monooxygenase (Photinus pyralis), P08659. purified FLuc, Km substrates, luminescence inhibition. Potency, µM (titrated, usually from 57.5 µM), without a hit: at the top dose activity change, negative = inhibition, actives largely listed as inhibitors. hit rate 6.9% among 360,000. AID 588342, 2011;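 further: potency means the concentration at half of the fitted maximal effect; plate controls were vehicle for no effect and reference inhibitor for full effect; nearly all actives have a fitted effect of over 55% in size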
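Biochemical qHTS of compounds, final roughly 60 µM downward over six points, against 10 nM purified firefly luciferase using Km concentrations of substrates (10 uM D-luciferin, 10 uM ATP) in Tris acetate pH 7.5 buffer; luminescence output.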
Rab9 promoter act: qHTS Assay for Rab9 Promoter Activators; Huh7 Rab9 promoter-luciferase reporter, luminescence, 24 h; Potency, µM (titrated, usually from 9.22 µM), without a hit: at the top dose activation, negative = inhibition, usual class: activators; hit rate 2.8% among 320,000; further: potency means the concentration at half of the fitted maximal effect; % of control where 0% means no effect; nearly all actives have a fitted effect of over 60% in size
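Luminescence from Amplite-detected luciferase (10 minutes, ambient) reports Rab9 promoter activation. Before that, stable Rab9-luciferase Huh7 cells (1500/well, reduced-serum OP-MEM I plus 10% FBS) were exposed to compound for 24 hours at 37C.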
Menin MLL FP TR: qHTS Assay for Inhibitors Targeting the Menin-MLL Interaction in MLL Related Leukemias: Competition With Texas Red Labeled MLL-derived Mutant Peptide. AID 1768, 2009. hit rate 0.23% among 270,000. Potency, µM (doses to about 61.6 µM), without a hit: at the top dose FP activity change, negative = inhibition, actives largely listed as inhibitors. O00255. Menin + Texas Red MLL mutant peptide, fluorescence polarization; active means well fitted inhibition curve with a large enough effect in the polarisation, with a control signal flat, not every such curve was filed as active; inconclusive means small, poorly fitted or top-dose-only effect, or effect the other way, or a change in a side signal; inactive means no such curve, though single readings can be large or run the other way; the % refers to the polarisation; further: potency means the concentration at half of the fitted maximal effect; % of control where 0% means no effect; many of its hits are not listed in these tables
Target sequence (O00255 whole entry, looked up): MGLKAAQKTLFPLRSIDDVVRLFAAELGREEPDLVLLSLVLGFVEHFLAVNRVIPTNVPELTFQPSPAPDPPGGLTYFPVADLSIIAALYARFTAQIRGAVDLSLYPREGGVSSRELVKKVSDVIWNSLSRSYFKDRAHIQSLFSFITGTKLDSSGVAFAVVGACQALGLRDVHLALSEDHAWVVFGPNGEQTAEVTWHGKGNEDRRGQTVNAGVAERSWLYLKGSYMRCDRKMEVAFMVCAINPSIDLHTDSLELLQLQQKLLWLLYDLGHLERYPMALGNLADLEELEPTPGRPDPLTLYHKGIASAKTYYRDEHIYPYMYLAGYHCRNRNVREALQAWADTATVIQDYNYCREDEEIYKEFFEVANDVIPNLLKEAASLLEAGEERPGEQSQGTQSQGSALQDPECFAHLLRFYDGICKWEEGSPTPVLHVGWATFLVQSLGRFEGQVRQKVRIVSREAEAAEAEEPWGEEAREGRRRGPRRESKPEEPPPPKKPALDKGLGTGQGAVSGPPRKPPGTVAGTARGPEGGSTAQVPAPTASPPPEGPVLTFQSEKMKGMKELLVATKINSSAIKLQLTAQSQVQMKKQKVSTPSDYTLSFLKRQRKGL
VP16 counter: VP16 counterscreen qHTS for inhibitors of ROR gamma transcriptional activity; Drosophila S2 Gal4-VP16 UAS-luciferase, luminescence, 20 h; Potency, µM (top dose mostly 53.6 µM), inactives show at the highest dose activity, negative = inhibition, usual class: inhibitors; hit rate 3.5% among 310,000; AID 2546, 2010;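 further: Gal4-VP16 expression switched on by copper sulfate through the metallothionein promoter; potency means the concentration at half of the fitted maximal effect; on the % scale 0 is the no-effect control and ±100 the full control effect; nearly all actives have a fitted effect of over 50% in size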
PKM2 activator: qHTS Assay for Activators of Human Muscle isoform 2 Pyruvate Kinase; Potency, µM (highest dose often 57.5 µM), for the others: top-dose activation, most hits filed as activators; hit rate 0.34% among 260,000; purified PKM2, Kinase-Glo ATP luminescence, activation; response scale: 0% is enzyme alone, no compound; AID 1631, 2009; Pyruvate kinase PKM (Homo sapiens), P14618; further: potency means the concentration at half of the fitted maximal effect; on the % scale 0 is the no-effect control and ±100 the full control effect; nearly all actives have a fitted effect of over 55% in size
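Purified hPK-M2 (>95%) run at intermediate activity with 0.1 mM ADP and 0.5 mM PEP in 50 mM imidazole pH 7.2, KCl, MgCl2; 1 h room temperature. ATP formed read by Kinase-Glo luminescence; normalized to uninhibited and no-enzyme controls.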
Starred values were filed as active, the others as inactive; [ ] = remark or other dose. Unless noted, the call rests on the fitted dose curve; in most records, active means well fitted curve in the direction sought with a large enough effect; inconclusive means small, poorly fitted or top-dose-only effect, or another doubt; inactive means no such curve, though single readings can be large; an effect the other way counts as inactive or inconclusive. Not all compounds are listed, so the mix of outcomes need not match the whole.

Cc1c(Cc2ccccc2)c(=O)oc2c(CN(C)C)c(O)c(Cl)cc12 was read as p53 reactivator -14.7%, NPC1 promoter act -8.9%, ELG1 genotoxic 0.1%, BRCA1 expr act -45.0%, RORg inh -31.5%, Giardia killer -6.0, FLuc counter -2.1%, Rab9 promoter act -2.4%, Menin MLL FP TR -11.6%, VP16 counter -2.0% and PKM2 activator 11.1%.
`CS(=O)(=O)c1ccc2nc(NC(=O)CCC(=O)c3cccs3)sc2c1` gave p53 reactivator inconclusive, NPC1 promoter act 8.1%, ELG1 genotoxic inconclusive, BRCA1 expr act 36.7%, RORg inh inconclusive, Giardia killer -5.7, FLuc counter -14.9%, Rab9 promoter act 12.6%, Menin MLL FP TR 14.3%, VP16 counter 24.4% and PKM2 activator -0.2%.
`COc1ccc(NC(=O)CC2CC3CCC2C3)cn1` (configuration not stated) gave p53 reactivator 7.6%, NPC1 promoter act 12.1%, ELG1 genotoxic 10.6%, BRCA1 expr act 12.6µM*, RORg inh 14.9%, Giardia killer -8.8, FLuc counter -17.7%, Rab9 promoter act 15.7%, Menin MLL FP TR -0.3%, VP16 counter -13.3% and PKM2 activator -5.3%.
COc1cccc(/C=C/C(=O)c2ccc3c(c2)OCCO3)c1OC was read as NPC1 promoter act 3.16µM*, ELG1 genotoxic inconclusive, BRCA1 expr act 53.1%, RORg inh 11.2µM*, Giardia killer inconclusive, FLuc counter 0.757µM*, Rab9 promoter act inconclusive, Menin MLL FP TR 23.3%, VP16 counter inconclusive and PKM2 activator -0.2%.
For COc1cc2[nH]c(=O)n(CCC(=O)NC3CCCC3)c(=O)c2cc1OC the results were p53 reactivator -4.2%, NPC1 promoter act -1.7%, ELG1 genotoxic -1.6%, BRCA1 expr act -13.2%, RORg inh -15.2%, Giardia killer 13.5, FLuc counter -1.3%, Rab9 promoter act 0.9%, Menin MLL FP TR 21.6%, VP16 counter -1.0% and PKM2 activator -10.6%.
COC(=O)c1ccc(CN2CCCC(CCC(=O)NCc3ccc(C)o3)C2)cc1 (configuration not stated) was read as p53 reactivator -1.5%, NPC1 promoter act -2.9%, ELG1 genotoxic -3.3%, BRCA1 expr act 0.2%, RORg inh 4.8%, Giardia killer 17.9, FLuc counter -1.0%, Rab9 promoter act 1.0%, Menin MLL FP TR -18.0%, VP16 counter 3.1% and PKM2 activator 3.8%.
Screening COc1ccc(-c2nnnn2C)cc1S(=O)(=O)NCc1ccccc1 returned p53 reactivator 3.5%, NPC1 promoter act -0.2%, ELG1 genotoxic -1.3%, BRCA1 expr act 10.8%, RORg inh -7.4%, Giardia killer 17.7, FLuc counter 2.0%, Rab9 promoter act -0.5%, Menin MLL FP TR -2.7%, VP16 counter -11.2% and PKM2 activator -0.4%.
Screening CC(=O)NC1(c2ccccc2)CCN(Cc2nnnn2C(C)(C)C)CC1 returned p53 reactivator -0.8%, NPC1 promoter act -3.8%, ELG1 genotoxic 1.2%, BRCA1 expr act 23.1%, RORg inh 4.8%, Giardia killer -5.6, FLuc counter 2.7%, Rab9 promoter act 6.0%, Menin MLL FP TR 16.3%, VP16 counter 9.5% and PKM2 activator 0.8%.
CCCn1c(CCNc2nc(-c3ccc(Cl)c([N+](=O)[O-])c3)cs2)nc2cc(Cl)c(Cl)cc21 was read as p53 reactivator 12.9%, NPC1 promoter act -1.3%, ELG1 genotoxic 0.3%, BRCA1 expr act -13.5%, RORg inh inconclusive, Giardia killer 0.3, FLuc counter 0.2%, Rab9 promoter act 0.0%, Menin MLL FP TR inconclusive, VP16 counter -4.5% and PKM2 activator 1.4%.
O=C(CN1C(=O)/C(=C/c2ccccc2F)Sc2ccccc21)N1CCN(c2ccccn2)CC1 was read as p53 reactivator 3.5%, NPC1 promoter act -2.2%, ELG1 genotoxic -7.1%, BRCA1 expr act -30.4%, RORg inh 4.8%, Giardia killer 4.7, FLuc counter 0.6%, Rab9 promoter act -5.9%, Menin MLL FP TR -1.3%, VP16 counter -3.4% and PKM2 activator 0.0%.
`C=CCn1c(=O)c(C(=O)NC(C)c2ccccc2)c(O)c2ccccc21` (configuration not stated) gave NPC1 promoter act -1.2%, ELG1 genotoxic -1.3%, BRCA1 expr act 0.4%, Giardia killer 3.5, FLuc counter 0.2%, Rab9 promoter act -0.4%, Menin MLL FP TR 17.2% and PKM2 activator -4.0%.
`Cc1nc2cc(NC(=O)Nc3cccc(F)c3)ccc2n1C` gave p53 reactivator 7.2%, NPC1 promoter act 0.1µM*, ELG1 genotoxic 0.92µM*, BRCA1 expr act 1.4%, RORg inh 48.4%, Giardia killer inconclusive, FLuc counter 0.757µM*, Rab9 promoter act 0.0891µM*, VP16 counter -12.4% and PKM2 activator 8.3%.
For CN(CC(=O)Nc1ccccc1Br)C(=O)c1ccc(-c2ccc(Cl)cc2)o1 the results were p53 reactivator -1.0%, NPC1 promoter act -34.1%[inhibitor], ELG1 genotoxic -7.1%, BRCA1 expr act -66.6%, RORg inh inconclusive, Giardia killer 0.8, FLuc counter -5.3%, Rab9 promoter act -38.4%[inhibitor], VP16 counter 5.62µM* and PKM2 activator 1.6%.
COCCNC(=O)Cn1nc(-c2ccccc2F)ccc1=O was read as p53 reactivator 10.0%, NPC1 promoter act 2.4%, ELG1 genotoxic 1.2%, BRCA1 expr act -1.0%, RORg inh 3.1%, Giardia killer 10.7, FLuc counter 1.1%, Rab9 promoter act 0.0%, Menin MLL FP TR 15.6%, VP16 counter 5.7% and PKM2 activator 2.2%.
Screening Cn1c(=O)c2c(O)c(Cc3ccccc3)c(=O)[nH]c2n(C)c1=O returned p53 reactivator 6.8%, NPC1 promoter act 5.7%, ELG1 genotoxic -2.0%, BRCA1 expr act 30.3%, RORg inh 0.6%, Giardia killer -24.0, FLuc counter -1.3%, Rab9 promoter act -1.4%, Menin MLL FP TR 6.2%, VP16 counter -5.9% and PKM2 activator -2.1%.
COc1ccc(NC(=O)c2cc3ccccc3[nH]2)cc1 was read as p53 reactivator inconclusive, NPC1 promoter act 3.16µM*, ELG1 genotoxic inconclusive, BRCA1 expr act inconclusive, RORg inh 31.6%, Giardia killer -7.4, FLuc counter inconclusive, Rab9 promoter act 2µM*, Menin MLL FP TR 18.1%, VP16 counter -1.1% and PKM2 activator -0.5%[11.5 µM].
For COC(=O)c1c(C)[nH]c(C=Nc2ccc(OC)cc2)c1C the results were p53 reactivator -0.7%, NPC1 promoter act 3.0%, ELG1 genotoxic 5.4%, BRCA1 expr act -2.5%, RORg inh 27.0%, Giardia killer 7.4, FLuc counter 7.57µM*, Rab9 promoter act -1.9%, VP16 counter 12.1% and PKM2 activator -1.0%.
CSc1nnc(CCCCCNC(=O)OC(C)(C)C)o1 was read as p53 reactivator -0.7%, NPC1 promoter act 1.6%, ELG1 genotoxic -1.6%, BRCA1 expr act -5.2%, RORg inh -8.0%, Giardia killer 11.7, FLuc counter -5.2%, Rab9 promoter act -2.0%, VP16 counter -4.3% and PKM2 activator -1.0%.
`Cc1cc(NC(=O)COc2ccccc2C)ccc1NC(=O)c1ccco1` gave p53 reactivator -8.4%, NPC1 promoter act -7.6%, ELG1 genotoxic -10.2%, BRCA1 expr act -6.3%, RORg inh 16.5%, Giardia killer -13.7, FLuc counter -4.1%, Rab9 promoter act inconclusive, Menin MLL FP TR -1.9%, VP16 counter 0.5% and PKM2 activator 0.5%.
For Cc1nc2cc(Cl)c([N+](=O)[O-])cc2s1 the results were p53 reactivator -4.6%, NPC1 promoter act 0.5%, ELG1 genotoxic 3.0%, BRCA1 expr act 4.1%, RORg inh -2.3%, Giardia killer -24.8, FLuc counter 7.9%, Rab9 promoter act -9.2%, Menin MLL FP TR 7.5%, VP16 counter -3.9% and PKM2 activator 3.1%.
`Cc1ccc(S(=O)(=O)CCC(=O)OCC(=O)c2ccc(F)cc2)cc1` gave p53 reactivator 2.8%, NPC1 promoter act 1.2%, ELG1 genotoxic -8.0%, BRCA1 expr act -4.1%, Giardia killer -8.7, FLuc counter 3.4% and Rab9 promoter act 1.7%.
`COc1nccc(-c2ccc(F)cc2)c1C#N` gave p53 reactivator 0.0%, NPC1 promoter act -3.4%, ELG1 genotoxic 8.3%, BRCA1 expr act -3.0%, RORg inh 7.8%, Giardia killer 28.6, FLuc counter 5.3%, Rab9 promoter act -7.5%, Menin MLL FP TR 0.2%, VP16 counter -12.2% and PKM2 activator -0.3%.

Screening data (PubChem)
